LGR2 inh – inhibitors of bursicon-induced Drosophila LGR2 receptor cAMP signaling; inhibition, % at 9.99 µM; actives 0.35% (n = 380,000); HEK293 LGR2, CRE-luciferase, bursicon-stimulated, 4 h;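 active = drop in luminescence signal, shown as inhibition above about 50% in the replicate tests, limit read from the data, passing the limit was not always enough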;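 also: agonist challenge used bursicon conditioned medium at about half maximal strength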
PGC1a acetyl inh – modulators of PGC1a acetylation | U2OS PGC1a acetylation, AlphaScreen anti-acetyl-lysine; with virally co-expressed GCN5 acetyltransferase | inhibition, % at 15.6 µM | actives 0.17% (n = 350,000) | AID 651687;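 active = every replicate shows inhibition of at least 40%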;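 also: 0% = neutral control wells and 100% = positive control wells; some results beyond the cut were filed as inactive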
PAX8 inh HTS – PAX8 transcriptional activity inhibition. RMG-I TPO-luciferase reporter, SteadyGlo, 24 h. inhibition, % at 12.6 µM. actives 1.2% (n = 360,000). AID 652154;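 active = mean replicate inhibition at least 60% with every replicate also reaching 60%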;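 also: luciferase light reporting Pax8 driven TPO promoter activity; plate controls were median of neutral control wells for no effect and mitoxantrone controls for full effect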
FN deposition inh – fibronectin deposition inhibition; AH1F fibroblasts, Alexa488-fibronectin deposition fluorescence, overnight; AID 743247; inhibition, % at 12.6 µM; actives 0.086% (n = 350,000);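 active = mean inhibition across replicates of 30% or more, regardless of how many single replicates reach that level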;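 also: positive control wells lacked labelled fibronectin entirely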
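material = AH1F fibroblast monolayer depositing Alexa488-labelled fibronectin into matrix | amount = 10000 AH1F cells/well | buffer or medium = DMEM plus 2% serum, read in PBS | incubation = 1 h cell adhesion before compound, then overnight fibronectin incubation | detection = fluorescence at 485 nm excitation, 525 nm emission | evaluation = percent inhibition as loss of matrix-bound fibronectin fluorescence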
EWS-Fli block – inhibitors of EWS/Fli oncoprotein transcriptional activity | AID 651661 | actives 0.67% (n = 350,000) | A673 NR0B1-luciferase reporter, viability-normalised | inhibition, % at 12.6 µM;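 active = mean inhibition of at least 50% after viability correction, with every replicate also passing that limit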;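 also: firefly luciferase signal divided by Alamar Blue viability fluorescence both relative to DMSO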
PglD inh – inhibitors of Campylobacter jejuni PglD acetyltransferase; purified PglD enzyme, DTNB colorimetric CoA detection; inhibition, % at 12.5 µM; actives 0.098% (n = 360,000); in the data active = inhibition above about 16%, passing the limit was not always enough; also: strong numbers were not always called active
S100A4 MyoIIA – blocks human S100A4 binding to myosin IIA peptide | P26447 | S100A4/TAMRA-MyoIIA peptide fluorescence polarization | actives 0.14% (n = 360,000) | inhibition, % at 10.7 µM | AID 652163;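 active = mean inhibition of at least 70% across replicates, with every replicate also reaching that level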
Target sequence (P26447 whole entry, looked up): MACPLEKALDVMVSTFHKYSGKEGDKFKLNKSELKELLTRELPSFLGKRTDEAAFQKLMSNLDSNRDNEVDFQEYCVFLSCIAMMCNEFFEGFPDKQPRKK
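Test system: S100A4 monomer protein; Medium: HEPES pH 7.2 with CaCl2, KCl, NaCl, DTT, Triton; Probe or stimulus: TAMRA-labelled myosin IIA heavy-chain peptide probe, 5 nM; Doses: one dose per compound; Times: polarization read 5 min after assay mix addition, stable 5–60 min; Benchmarks: neutral control DMSO, positive control TFP.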
ERAP1 inh – inhibitors of human ERAP1 aminopeptidase | recombinant ERAP1, Leu-AMC fluorescence, 60 min | inhibition, % at 10.7 µM | actives 0.15% (n = 340,000);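 active = mean replicate inhibition of at least 30%, or all replicates individually reaching that 30% level; inactive = mean below 30% and not every replicate reaching it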;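 also: 0% = neutral control wells and 100% = L-leucinethiol positive control wells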
Target sequence (Q9NZ08 whole entry, looked up): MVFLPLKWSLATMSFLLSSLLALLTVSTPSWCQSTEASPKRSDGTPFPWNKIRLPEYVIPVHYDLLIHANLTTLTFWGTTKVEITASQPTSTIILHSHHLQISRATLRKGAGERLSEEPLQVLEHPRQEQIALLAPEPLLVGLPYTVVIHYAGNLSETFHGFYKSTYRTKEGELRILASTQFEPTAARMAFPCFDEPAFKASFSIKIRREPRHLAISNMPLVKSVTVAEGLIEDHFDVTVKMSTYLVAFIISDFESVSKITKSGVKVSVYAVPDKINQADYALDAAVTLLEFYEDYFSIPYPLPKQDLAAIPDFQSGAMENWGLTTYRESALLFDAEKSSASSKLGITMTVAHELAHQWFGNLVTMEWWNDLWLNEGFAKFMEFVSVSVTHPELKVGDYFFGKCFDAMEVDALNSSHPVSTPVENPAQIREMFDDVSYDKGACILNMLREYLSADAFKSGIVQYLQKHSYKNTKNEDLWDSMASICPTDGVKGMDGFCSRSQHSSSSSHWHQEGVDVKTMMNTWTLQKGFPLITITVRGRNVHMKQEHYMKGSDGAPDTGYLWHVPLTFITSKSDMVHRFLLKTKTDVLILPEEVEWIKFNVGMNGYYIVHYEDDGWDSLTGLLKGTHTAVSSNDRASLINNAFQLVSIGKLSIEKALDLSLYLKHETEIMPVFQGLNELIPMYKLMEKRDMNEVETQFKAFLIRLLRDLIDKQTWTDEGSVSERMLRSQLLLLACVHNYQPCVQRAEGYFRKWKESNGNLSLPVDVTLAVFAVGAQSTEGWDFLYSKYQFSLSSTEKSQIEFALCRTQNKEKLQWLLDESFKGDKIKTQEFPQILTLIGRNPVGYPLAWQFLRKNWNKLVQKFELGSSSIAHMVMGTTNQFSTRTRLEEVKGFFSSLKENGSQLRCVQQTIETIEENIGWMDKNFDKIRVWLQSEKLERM
Numbers without * were called inactive; & = joins results of further samples. An excerpt; rates above refer to the full screens.

What do the screens show for `C[C@@H]1CN([C@@H](C)CO)C(=O)c2c(c3ccccc3n2C)-c2ccccc2CO[C@H]1CN(C)C(=O)Oc1ccccc1`?
LGR2 inh: 3; PAX8 inh HTS: 4; FN deposition inh: -2; EWS-Fli block: 4; S100A4 MyoIIA: 7; ERAP1 inh: -4

Results for O=C(COC(=O)Cc1ccccc1)NNC(=O)c1ccc([N+](=O)[O-])cc1 ?
LGR2 inh: -7; PGC1a acetyl inh: -4; PAX8 inh HTS: -15; FN deposition inh: 3; EWS-Fli block: -2; PglD inh: 3; S100A4 MyoIIA: 0; ERAP1 inh: 1

What do the screens show for `CCOP(=O)(OCC)C(NC(=O)c1ccccc1)=C(Cl)Cl`?
LGR2 inh: 16; PAX8 inh HTS: 39; FN deposition inh: 4; EWS-Fli block: -12; S100A4 MyoIIA: 8; ERAP1 inh: -4

How did Cc1nc2c(C(=O)N3CCC4(CC3)OCCO4)cnn2c(C)c1Cc1cccc(Cl)c1 do in these assays?
LGR2 inh: -11; PAX8 inh HTS: 6; EWS-Fli block: -22; PglD inh: 0; S100A4 MyoIIA: -4; ERAP1 inh: -1

How did CCC1(C)OC(c2ccccc2)=C/C(=C/C=C2C(=O)NC(=O)NC2=O)O1 (stereo not given) do in these assays?
LGR2 inh: -4; PAX8 inh HTS: 0; FN deposition inh: 3; EWS-Fli block: 3; S100A4 MyoIIA: -70; ERAP1 inh: 1

Results for Cc1ccccc1-c1ccc([C@H]2[C@@H](CO)N3CCCCN(C(=O)Cc4ccccn4)C[C@H]23)cc1 ?
LGR2 inh: -7; PGC1a acetyl inh: -6; PAX8 inh HTS: -17; EWS-Fli block: 10; PglD inh: 0; S100A4 MyoIIA: 5; ERAP1 inh: 3

What do the screens show for `C[C@H](CO)N1C[C@H](C)[C@@H](CN(C)C(=O)Oc2ccc3ccccc3c2)OCc2cn(nn2)CCCC1=O`?
LGR2 inh: -10&9; PGC1a acetyl inh: 0&3&-8; PAX8 inh HTS: -8&-9; FN deposition inh: 4; EWS-Fli block: -7&0&2; PglD inh: 2&0&-1; S100A4 MyoIIA: -2&-11&-5; ERAP1 inh: -2&-4&-3

Results for Cn1c(=O)[nH]c2nncnc2c1=O ?
LGR2 inh: 12; PAX8 inh HTS: 10; FN deposition inh: 2; EWS-Fli block: -40; S100A4 MyoIIA: -6; ERAP1 inh: 1

What do the screens show for `O=C(O)[C@H]1[C@H](CO)[C@H]2Cn3c(ccc(-c4ccccc4F)c3=O)[C@@H]1N2C(=O)Nc1ccccc1`?
LGR2 inh: 9; EWS-Fli block: -1; PglD inh: -3; S100A4 MyoIIA: 35; ERAP1 inh: -3

Results for C=CCn1c(O)c(N=Nc2c(C)n(C)n(-c3ccccc3)c2=O)c(=O)[nH]c1=S ?
LGR2 inh: 0; PGC1a acetyl inh: -5; PAX8 inh HTS: -10; FN deposition inh: 0; PglD inh: 3; S100A4 MyoIIA: -25; ERAP1 inh: 4

What do the screens show for `CC(=O)CC(c1ccccc1[N+](=O)[O-])c1c(O)c2ccccc2oc1=O` (stereo not given)?
PGC1a acetyl inh: 25; PAX8 inh HTS: 21; FN deposition inh: -10; EWS-Fli block: 3; PglD inh: 0; S100A4 MyoIIA: 1; ERAP1 inh: 1

What do the screens show for `Cc1cc(C)c(-n2c(O)c(/C=N/NC(=O)c3ccncc3)c(=O)[nH]c2=O)c(C)c1`?
LGR2 inh: -20; PGC1a acetyl inh: 10; PAX8 inh HTS: 14; FN deposition inh: 7; EWS-Fli block: 16; PglD inh: 0; S100A4 MyoIIA: -34

How did C=CCn1c(O)c(C(CC)=Nc2ccc(C(=O)O)cc2)c(=O)[nH]c1=O do in these assays?
LGR2 inh: 2; PGC1a acetyl inh: 2; PAX8 inh HTS: 7; FN deposition inh: 5; EWS-Fli block: 1; S100A4 MyoIIA: -5; ERAP1 inh: 0

Results for CCCCCn1cc(C(=O)C(=O)N2CCOCC2)c2ccccc21 ?
LGR2 inh: -3; PGC1a acetyl inh: -1; PAX8 inh HTS: 11; EWS-Fli block: 10; PglD inh: -1; S100A4 MyoIIA: 1; ERAP1 inh: 0

How did COc1cccc(NC(=O)[C@@H](NC(=O)N2C[C@H]3C[C@@H](C2)c2cccc(=O)n2C3)C(C)C)c1 do in these assays?
LGR2 inh: 2; PGC1a acetyl inh: 1; EWS-Fli block: 9; PglD inh: 8; S100A4 MyoIIA: 1; ERAP1 inh: -1

Next part; the last 2 above are carried over.
Results for CCCCCn1cc(C(=O)C(=O)N2CCOCC2)c2ccccc21 ?
LGR2 inh: -3; PGC1a acetyl inh: -1; PAX8 inh HTS: 11; EWS-Fli block: 10; PglD inh: -1; S100A4 MyoIIA: 1; ERAP1 inh: 0

How did COc1cccc(NC(=O)[C@@H](NC(=O)N2C[C@H]3C[C@@H](C2)c2cccc(=O)n2C3)C(C)C)c1 do in these assays?
LGR2 inh: 2; PGC1a acetyl inh: 1; EWS-Fli block: 9; PglD inh: 8; S100A4 MyoIIA: 1; ERAP1 inh: -1

What do the screens show for `COc1ccccc1-n1c(-c2ccccc2Br)nc2ccccc2c1=O`?
LGR2 inh: 5; PAX8 inh HTS: 8; FN deposition inh: 2; EWS-Fli block: 5; S100A4 MyoIIA: -4; ERAP1 inh: 1

Results for COC(=O)[C@@H]1C[C@@]1(C)[C@@H](NP(=O)(c1ccccc1)c1ccccc1)c1ccccc1 ?
LGR2 inh: -5; PGC1a acetyl inh: 4; PAX8 inh HTS: -51; FN deposition inh: 1; EWS-Fli block: -4; PglD inh: 0; S100A4 MyoIIA: -13

What do the screens show for `Oc1cc2c(cc1CN1CCN(c3ccc(F)cc3)CC1)OCO2`?
LGR2 inh: 3; PGC1a acetyl inh: 2; PAX8 inh HTS: -3; FN deposition inh: -5; EWS-Fli block: -4; PglD inh: -2; S100A4 MyoIIA: -2; ERAP1 inh: -3

How did Cc1ccc(OCC(=O)N2CCN(Cc3ccc4c(c3)OCO4)CC2)cc1 do in these assays?
LGR2 inh: 11; PGC1a acetyl inh: -2; PAX8 inh HTS: 10; FN deposition inh: -1; EWS-Fli block: -4; S100A4 MyoIIA: -3; ERAP1 inh: 0

How did COc1ccc(C#Cc2ccc([C@H]3[C@H](CO)N4CCCCN(C(=O)Cc5ccccc5)C[C@@H]34)cc2)cc1 do in these assays?
LGR2 inh: 11; PGC1a acetyl inh: -3; PAX8 inh HTS: -14; EWS-Fli block: -13; PglD inh: -8; S100A4 MyoIIA: -1; ERAP1 inh: 3

Results for O=C(Cc1ccccn1)N1CCCCN2[C@H](C1)[C@@H](c1ccc(-c3ccccc3)cc1)[C@@H]2CO ?
LGR2 inh: 0; PGC1a acetyl inh: 9; PAX8 inh HTS: -3; EWS-Fli block: 1; PglD inh: 1; S100A4 MyoIIA: -6; ERAP1 inh: 0

What do the screens show for `c1ccc(C(c2ccccc2)c2ccncc2)cc1`?
LGR2 inh: -5; PGC1a acetyl inh: -3; PAX8 inh HTS: 18; FN deposition inh: -5; EWS-Fli block: 3; PglD inh: -7; S100A4 MyoIIA: -20; ERAP1 inh: -3

What do the screens show for `Cc1nn(CC(=O)N2CCC3(CC2)OCCO3)c(=O)c2cc3ccccc3n12`?
LGR2 inh: 14; PGC1a acetyl inh: 7; PAX8 inh HTS: 0; FN deposition inh: 4; PglD inh: 0; S100A4 MyoIIA: -4; ERAP1 inh: -2

What do the screens show for `CC(=O)Nc1cc([As](=O)(O)O)ccc1O`?
LGR2 inh: -6; PGC1a acetyl inh: -8; PAX8 inh HTS: -23; FN deposition inh: -2&-3; EWS-Fli block: -3; PglD inh: -1; S100A4 MyoIIA: -3&7; ERAP1 inh: -1

Results for CCCCn1c(C)c(C(=O)O)c2cc(OC)ccc21 ?
LGR2 inh: 8; PGC1a acetyl inh: -8; EWS-Fli block: 13; PglD inh: 0; S100A4 MyoIIA: 1; ERAP1 inh: -5

Results for O=C1CC2OCC=C3CN4CCC56c7cc([N+](=O)[O-])ccc7N1C5C2C3CC46 (stereo not given) ?
LGR2 inh: -10; PGC1a acetyl inh: 2; PAX8 inh HTS: -6; FN deposition inh: 0; EWS-Fli block: 4; PglD inh: 4; S100A4 MyoIIA: 8; ERAP1 inh: 0

What do the screens show for `CC1=C(N2CC2)C(=O)C(CO)=C(N2CC2)C1=O`?
LGR2 inh: 0; PGC1a acetyl inh: 41; PAX8 inh HTS: 118*; FN deposition inh: -5; EWS-Fli block: 28; S100A4 MyoIIA: -1; ERAP1 inh: 4

Results for CCOC(=O)[C@]12Cc3cc(Cl)ccc3[C@H]1N(C1CCCCC1)C(=O)c1cc(OC)ccc12 ?
LGR2 inh: 101*; PAX8 inh HTS: 105*; FN deposition inh: 21; EWS-Fli block: 68*; S100A4 MyoIIA: -1; ERAP1 inh: 0

How did CCCCCN1C(=O)c2cc(OC)ccc2[C@@]2(C(=O)OCC)Cc3cc(Cl)ccc3[C@@H]12 do in these assays?
LGR2 inh: 67*; PAX8 inh HTS: 16; FN deposition inh: -7; EWS-Fli block: 57*; S100A4 MyoIIA: -6; ERAP1 inh: -1

Results for CC1=CC(=C2C(=O)NC(=O)NC2=O)C=C(C(F)(F)F)N1Cc1ccccc1 ?
LGR2 inh: 9; PAX8 inh HTS: 6; FN deposition inh: -5; EWS-Fli block: 4; S100A4 MyoIIA: 1; ERAP1 inh: 11

How did O=C1C2CC=CCC2C(=O)N1SC(Cl)(Cl)Cl (stereo not given) do in these assays?
LGR2 inh: -5; EWS-Fli block: 49; S100A4 MyoIIA: -9; ERAP1 inh: 6

How did O=C(Cc1cccnc1)N1CCCCN2[C@H](C1)[C@H](c1ccc(C#CC3CCCC3)cc1)[C@@H]2CO do in these assays?
LGR2 inh: 11; PGC1a acetyl inh: -1; PAX8 inh HTS: 92*; EWS-Fli block: 14; PglD inh: -4; S100A4 MyoIIA: 10; ERAP1 inh: 4

What do the screens show for `CCN1CCN(C(=O)COc2ccc(S(=O)(=O)Nc3ccc(Cl)cc3)cc2)CC1`?
LGR2 inh: 15; PGC1a acetyl inh: 7; PAX8 inh HTS: 5; FN deposition inh: 3; PglD inh: 2; S100A4 MyoIIA: -2; ERAP1 inh: -1

How did COC(=O)C1=C(C(=O)OC)SC2(S1)C(C(=O)OC)=C(C(=O)OC)Sc1c2ssc1=O do in these assays?
LGR2 inh: -32; PAX8 inh HTS: 26; EWS-Fli block: 45; S100A4 MyoIIA: -2; ERAP1 inh: 3

What do the screens show for `CN1CCN(c2ccc(F)cc2N)CC1`?
LGR2 inh: -23; PAX8 inh HTS: 25; EWS-Fli block: -15; S100A4 MyoIIA: 2; ERAP1 inh: -1

Results for CCCCC(=O)N/N=C/c1c(O)n(-c2ccccc2)c(=O)[nH]c1=O ?
LGR2 inh: -5; PGC1a acetyl inh: 1; PAX8 inh HTS: -10; FN deposition inh: 8; EWS-Fli block: 0; S100A4 MyoIIA: -9; ERAP1 inh: -1

Structures above containing a nitro group on carbon, in the order listed:
Results for O=C(COC(=O)Cc1ccccc1)NNC(=O)c1ccc([N+](=O)[O-])cc1 ?
LGR2 inh: -7; PGC1a acetyl inh: -4; PAX8 inh HTS: -15; FN deposition inh: 3; EWS-Fli block: -2; PglD inh: 3; S100A4 MyoIIA: 0; ERAP1 inh: 1

What do the screens show for `CC(=O)CC(c1ccccc1[N+](=O)[O-])c1c(O)c2ccccc2oc1=O` (stereo not given)?
PGC1a acetyl inh: 25; PAX8 inh HTS: 21; FN deposition inh: -10; EWS-Fli block: 3; PglD inh: 0; S100A4 MyoIIA: 1; ERAP1 inh: 1

Results for O=C1CC2OCC=C3CN4CCC56c7cc([N+](=O)[O-])ccc7N1C5C2C3CC46 (stereo not given) ?
LGR2 inh: -10; PGC1a acetyl inh: 2; PAX8 inh HTS: -6; FN deposition inh: 0; EWS-Fli block: 4; PglD inh: 4; S100A4 MyoIIA: 8; ERAP1 inh: 0

Source: PubChem BioAssay
